Screens: PubChem, several laboratories
CIT2-GFP yeast – alters CIT2-GFP fluorescence in TOR pathway yeast screen. S. cerevisiae CIT2-GFP strain, flow cytometry, 3 h; 100 means same as DMSO wells. GFP response vs DMSO, % at 10 µM. 320,000 tested, 0.065% active. AID 2029;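 active = GFP response relative to DMSO above a set limit, near the screen mean plus 3 SD, cut at about 150% in these data; inconclusive = Fewer than 70 cells measured for a yeast strain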;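 also: ratio of well median GFP fluorescence to mean of DMSO wells on the plate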
AHR activator – activates the human aryl hydrocarbon receptor. P35869. 320,000 tested, 2.5% active. AHR-responsive luciferase reporter cells, luminescence. activation, % at 5 µM; in the data active = activation above about 47%;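 also: 0% = vehicle wells and 100% = reference agonist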
Target sequence (P35869 whole entry, looked up): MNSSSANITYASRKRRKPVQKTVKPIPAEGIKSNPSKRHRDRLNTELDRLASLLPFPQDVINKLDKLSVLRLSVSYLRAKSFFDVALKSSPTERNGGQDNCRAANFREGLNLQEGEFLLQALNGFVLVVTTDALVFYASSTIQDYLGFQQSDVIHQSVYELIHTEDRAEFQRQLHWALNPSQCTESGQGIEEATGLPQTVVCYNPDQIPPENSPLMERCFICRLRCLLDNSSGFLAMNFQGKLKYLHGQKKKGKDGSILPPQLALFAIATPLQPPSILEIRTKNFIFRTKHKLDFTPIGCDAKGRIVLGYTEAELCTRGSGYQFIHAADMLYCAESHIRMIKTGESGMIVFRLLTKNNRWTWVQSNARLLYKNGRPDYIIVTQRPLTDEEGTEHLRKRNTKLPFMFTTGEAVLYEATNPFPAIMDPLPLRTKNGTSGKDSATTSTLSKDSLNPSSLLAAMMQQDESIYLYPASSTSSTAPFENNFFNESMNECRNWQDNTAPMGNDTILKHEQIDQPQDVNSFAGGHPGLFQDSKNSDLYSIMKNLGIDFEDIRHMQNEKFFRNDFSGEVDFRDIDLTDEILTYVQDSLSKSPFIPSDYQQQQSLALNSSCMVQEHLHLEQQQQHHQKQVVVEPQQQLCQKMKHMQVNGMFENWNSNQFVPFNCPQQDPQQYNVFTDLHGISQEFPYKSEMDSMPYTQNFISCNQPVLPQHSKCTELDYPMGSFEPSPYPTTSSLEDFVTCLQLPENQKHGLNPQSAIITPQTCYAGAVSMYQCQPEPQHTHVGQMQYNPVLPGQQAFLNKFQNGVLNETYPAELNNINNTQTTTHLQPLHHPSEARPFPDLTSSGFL
MEP2 TOR yeast – alters MEP2-GFP fluorescence in TOR pathway yeast screen; S. cerevisiae MEP2-GFP strain, flow cytometry GFP, 3 h; 100% = DMSO control level; GFP response vs DMSO, % at 10 µM; 330,000 tested, 0.51% active; AID 2016;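 active = GFP response versus DMSO above a set limit, roughly screen mean plus 3 SD, cut at about 180% in these data; inconclusive = fewer than 70 cells counted for a yeast strain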;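 also: median GFP fluorescence of the barcode-gated MEP2-GFP cells per well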
AGP1 TOR yeast – yeast TOR pathway AGP1-GFP modulation; GFP response vs DMSO, % at 10 µM; AID 2066; S. cerevisiae AGP1-GFP multiplex flow cytometry, 3 h; GFP as percent of DMSO wells; 320,000 tested, 0.02% active;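 active = GFP response relative to DMSO above a set limit, near screen average plus 3 SD, cut at about 150% in these data; inconclusive = fewer than 70 cells counted for the yeast strain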;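 also: median GFP channel fluorescence of the gated AGP1 strain per well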
procasp7 counter – counter-screen: procaspase-7 (human) activation. activation, % at 8.5 µM. 330,000 tested, 0.093% active. P55210. recombinant procaspase-7, Ac-DEVD-pNA absorbance 405 nm; D23A/D198A/D206A triple mutant, cannot self-cleave; scale: DMSO 0, 5 µM enzyme 100;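 active = percent activation above the screen-wide mean plus 3 SD, cut at about 25% in these data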
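Test system: Procaspase-7 triple mutant (PC-7 D3A). Also added: Ac-DEVD-pNA substrate, 400 µM as added. Schedule: 1 h enzyme–compound preincubation and 2 h substrate reaction, both 25 °C. Signal: p-Nitroaniline absorbance at 405 nm, read at 0 and 120 min. Control set: low DMSO alone, high DMSO plus 5 µM PC-7.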
procasp3 activ – activates human procaspase-3; P42574; AID 463141; recombinant procaspase-3 D3A, Ac-DEVD-pNA absorbance 405 nm; activation, % at 8.5 µM; 330,000 tested, 0.11% active;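 active = activation above the mean of all tested compounds plus 3 SD, cut at about 21% in these data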;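 also: 0% = DMSO alone and 100% = DMSO wells spiked with extra 5 µM PC-3 D3A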
Target sequence (P42574 whole entry D9A/D28A/D175A): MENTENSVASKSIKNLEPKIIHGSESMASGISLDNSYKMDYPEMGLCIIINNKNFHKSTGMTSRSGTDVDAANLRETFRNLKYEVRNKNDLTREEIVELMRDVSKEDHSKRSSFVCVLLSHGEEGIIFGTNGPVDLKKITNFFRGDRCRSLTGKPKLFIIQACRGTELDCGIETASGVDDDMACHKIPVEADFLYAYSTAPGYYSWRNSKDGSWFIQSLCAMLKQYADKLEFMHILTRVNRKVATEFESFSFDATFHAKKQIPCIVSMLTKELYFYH
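Test system: Procaspase-3 D3A mutant, all three cleavage aspartates alanine | Dosing: Single dose, 8.5 µM nominal compound, 0.8% DMSO | Schedule: 1 h preincubation, 2 h reaction | Technique: 405 nm absorbance of p-nitroaniline, reads at 0 and 120 min | Repeats: One well per compound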
RPL19A TOR yeast – yeast TOR pathway RPL19A-GFP modulation; S. cerevisiae RPL19A-GFP strain, flow cytometry, 3 h; hits give low values; percent response vs DMSO, % at 10 µM; 330,000 tested, 0.3% active; AID 2025;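 active = percent response vs DMSO below 50%; inconclusive = fewer than 70 events counted for the yeast strain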;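 also: median channel GFP fluorescence of the barcoded RPL19A-GFP strain; ratio of sample median GFP to plate DMSO average so 100% = DMSO; lower means less RPL19A-GFP as with rapamycin TOR inhibition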
LAP4 TOR yeast – modulators of TOR pathway LAP4-GFP in S. cerevisiae; AID 2023; 320,000 tested, 0.34% active; GFP response vs DMSO, % at 10 µM; S. cerevisiae LAP4-GFP multiplex, flow cytometry GFP, 3 h; median GFP as percent of DMSO wells;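 active = GFP response vs DMSO above a set limit, about the screen mean plus 3 SD, cut at about 150% in these data; inconclusive = under 70 cell events counted for the yeast strain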
Active calls of the source: *; ? = inconclusive; . = no result given; [ ] = remark or other dose. Compounds as they come; 3.5% or so of the library scored in one or more.

Values run as follows: CIT2-GFP yeast, procasp3 activ, AGP1 TOR yeast, RPL19A TOR yeast, LAP4 TOR yeast, procasp7 counter, AHR activator, MEP2 TOR yeast
COc1ccc(C)cc1N(C(=O)c1ccco1)C(C(=O)NC1CCCC1)c1ccc(N2CCOCC2)cc1 (configuration not stated)
  115, -1, 91, 101, 104, -8, 1, 104
CCCOc1nc2c(c(=O)n(C)c(=O)n2C)n1C
  112, -4, 113, 104, 103, 7, 4, 105
CN(C)/C=C1\NC(=S)N(c2ccc(Cl)cc2)C1=O
  ., -10, 90, 86, 88, -12, 2, 99
CCC(=O)C1CCCN(C(=O)CCc2nnc(C3(c4ccc(Cl)cc4)CCC3)o2)C1 (configuration not stated)
  109, -3, 112, 107, 113, 8, 14, 106
CCc1cc2cc(C)c(C)cc2nc1SCC(=O)NNC(=O)c1ccco1
  98, -1, 102, 100, 99, 0, 7, 99
O=C1CCCc2nn(-c3ccccc3)nc21
  98, 4, 99, 99, 102, -4, -5, 103
CCCCCCNC(=O)CC(NS(=O)(=O)c1ccc(OC)cc1)C(C)C (configuration not stated)
  89, -13, 84, 86, 81, 12, 2, 86
COC(=O)C1=NN(C(=O)c2cccc(Br)c2)C(O)(c2ccc(Cl)cc2)C1 (configuration not stated)
  118, 11, 87, 98, 101, -8, 0, 132
Cc1ccc(-c2csc(N3CCC(C(N)=O)(N4CCCCC4)CC3)n2)cc1
  97, -1, 100, 97, 105, -3, 2, 100
Cc1ccc2c(c1)nnn2C1CCN(CC(=O)NCCc2nc3ccccc3[nH]2)CC1
  99, 4, 99, 98, 95, 12, -2, 101
Cc1noc(C)c1CSCC(=O)Nc1cc(Cl)ccc1N1CCCCC1
  94, -1, 104, 96, 111, 0, 3, 96
O=C(CN(Cc1ccc(Br)cc1)S(=O)(=O)c1ccccc1)NCc1ccncc1
  97, 1, 99, 97, 97, 14, 2, 98
COCCCNC(=O)CN1C(=O)CSc2ccc(S(=O)(=O)N3CCOCC3)cc21
  98, -3, 92, 94, 90, 13, 1, 98
Cc1ccc(-c2nnc(SC(C)C#N)n2N)cc1 (configuration not stated)
  94, 6, 97, 97, 100, 12, 7, 100
CCCCCCCCCCCC(=O)c1c(O)cccc1O
  95, 2, 98, 95, 95, -8, 2, 111
CCN1CCN(C(=O)c2ccc(COc3ccc(Cl)cc3)o2)CC1
  ?, 3, ., 64[may fluoresce violet], 91[may fluoresce violet], 0, 4, 159[may fluoresce violet]
C=Cn1ccnc1CC(O)c1ccc(OC)cc1 (configuration not stated)
  99, -2, 101, 99, 115, 17, 0, 123
CCN(CC)S(=O)(=O)c1ccc(C)c(NC(=O)Cn2cnc3cc([N+](=O)[O-])ccc3c2=O)c1
  107, -8, 111, 99, 105, 4, 1, 100
COc1ccc(Cl)cc1NS(=O)(=O)c1cccc(C(=O)NCC2(N(C)C)CCCCC2)c1
  86, ., 93, 104, 83, ., ., 100
CC(C)(C)C1CCC(=O)C(C2(O)C(=O)Nc3ccccc32)C1 (configuration not stated)
  99, -2, 103, 101, 95, -7, 0, 103

Sorted by formula weight (lowest first): 13 of the compounds above
Values run as follows: CIT2-GFP yeast, procasp3 activ, AGP1 TOR yeast, RPL19A TOR yeast, LAP4 TOR yeast, procasp7 counter, AHR activator, MEP2 TOR yeast
O=C1CCCc2nn(-c3ccccc3)nc21
  98, 4, 99, 99, 102, -4, -5, 103
C=Cn1ccnc1CC(O)c1ccc(OC)cc1 (configuration not stated)
  99, -2, 101, 99, 115, 17, 0, 123
Cc1ccc(-c2nnc(SC(C)C#N)n2N)cc1 (configuration not stated)
  94, 6, 97, 97, 100, 12, 7, 100
CCCCCCCCCCCC(=O)c1c(O)cccc1O
  95, 2, 98, 95, 95, -8, 2, 111
CC(C)(C)C1CCC(=O)C(C2(O)C(=O)Nc3ccccc32)C1 (configuration not stated)
  99, -2, 103, 101, 95, -7, 0, 103
CCN1CCN(C(=O)c2ccc(COc3ccc(Cl)cc3)o2)CC1
  ?, 3, ., 64[may fluoresce violet], 91[may fluoresce violet], 0, 4, 159[may fluoresce violet]
CCc1cc2cc(C)c(C)cc2nc1SCC(=O)NNC(=O)c1ccco1
  98, -1, 102, 100, 99, 0, 7, 99
Cc1ccc(-c2csc(N3CCC(C(N)=O)(N4CCCCC4)CC3)n2)cc1
  97, -1, 100, 97, 105, -3, 2, 100
Cc1noc(C)c1CSCC(=O)Nc1cc(Cl)ccc1N1CCCCC1
  94, -1, 104, 96, 111, 0, 3, 96
Cc1ccc2c(c1)nnn2C1CCN(CC(=O)NCCc2nc3ccccc3[nH]2)CC1
  99, 4, 99, 98, 95, 12, -2, 101
COC(=O)C1=NN(C(=O)c2cccc(Br)c2)C(O)(c2ccc(Cl)cc2)C1 (configuration not stated)
  118, 11, 87, 98, 101, -8, 0, 132
O=C(CN(Cc1ccc(Br)cc1)S(=O)(=O)c1ccccc1)NCc1ccncc1
  97, 1, 99, 97, 97, 14, 2, 98
COc1ccc(Cl)cc1NS(=O)(=O)c1cccc(C(=O)NCC2(N(C)C)CCCCC2)c1
  86, ., 93, 104, 83, ., ., 100

Continuation:
Values run as follows: CIT2-GFP yeast, procasp3 activ, AGP1 TOR yeast, RPL19A TOR yeast, LAP4 TOR yeast, procasp7 counter, AHR activator, MEP2 TOR yeast
Cc1cc(C)c(NC(=O)/C(=C/c2ccccc2)c2ccccc2)c(C)c1
  78, 4, 91, 95, 97, -2, 3, 90
COc1ccc(NC(=O)CS(=O)CC(=O)Nc2ccc(OC)c(OC)c2)cc1 (configuration not stated)
  84, 4, 99, 98, 88, 1, 1, 98
CCn1cc(C(=O)NCCCN2CCC(C)CC2)c2cc(OC)c(OC)cc2c1=O
  96, 8, 100, 97, 105, 8, -6, 97
COc1ccc(C2CC(C(F)(F)F)n3ncc(C(=O)NCC4CCCO4)c3N2)cc1OC (configuration not stated)
  98, 4, 98, 98, 100, 1, -1, 102
Cc1cccc(N/C(=N\S(=O)(=O)c2ccccc2)C(F)(F)F)c1
  112, -6, 101, 100, 99, 0, 1, 99
COc1ccc(CCNC(=O)C2CCC(CNS(=O)(=O)c3ccc(F)cc3)CC2)cc1OC (configuration not stated)
  100, 3, 94, 106, 102, 12, 1, 99
Cc1ccc2nsnc2c1N(S(C)(=O)=O)S(C)(=O)=O
  97, 9, 105, 100, 100, 9, 3, 108
CCc1ccc(-c2nn[nH]n2)cc1
  95, 2, 103, 100, 101, -2, 0, 104
O=C(CSc1nccn1Cc1ccco1)Nc1ccccc1F
  101, 8, 116, 101, 119, -1, -2, 110
O=C(NCc1ccccc1)c1ccc(Cl)cc1
  81, 5, 92, 91, 96, 7, 1, 97
CCc1nc2c(s1)CCc1onc(-c3ccc(Cl)cc3)c1-2
  81, -6, 90, 94, 124, -2, 25, 90
N#Cc1nc(-c2ccco2)oc1N1CCN(c2ccccc2)CC1
  122, -4, 46, 96, 118, 8, -6, 137
COc1ccc(C2NC(=S)NC3=C2CCCC3=C2SCCS2)cc1 (configuration not stated)
  98, -4, 97, 100, 109, -3, 2, 96
O=C(NCCO)Nc1ccc2nsnc2c1
  101, -8, 90, 104, 89, -14, 4, 100
O=C(COC(=O)Cc1ccccc1[N+](=O)[O-])NC1CCCC1
  98, -1, 94, 104, 88, 4, 3, 101
CCCOc1ccc(-c2cn3ccccc3n2)cc1[N+](=O)[O-]
  103, 10, 96, 101, 108, -2, -1, 100
Cc1ccc(-n2nnc3c(=O)n(Cc4cccc(C)c4)cnc32)cc1
  86, 4, 89, 91, 96, 11, 2, 105
CCOc1cc(-c2nc(-c3ccccc3)c(-c3cc([N+](=O)[O-])ccc3C)[nH]2)ccc1O
  106, -2, 103, 98, 97, 4, 6, 114
Cc1ccc(N2CC(C(=O)Nc3ccc(N4CCOCC4)cc3)CC2=O)cc1C (configuration not stated)
  76, -2, 92, 97, 92, -7, 6, 106
CCOCCn1c(-c2ccccc2)nc2ccccc21
  ?, -3, 16[may fluoresce violet], 94[may fluoresce violet], 92[may fluoresce violet], -2, -1, 236*[may fluoresce violet]
CCOc1ccc(NC(=O)CSc2nc3ccccc3c(=O)n2CCCC(=O)N2CCCC2)cc1
  102, -2, 108, 103, 102, 0, -1, 103
O=C(C=C=Nc1ccccc1)C(=O)N=C=Cc1ccccc1
  105, 6, 108, 98, 109, 9, -4, 97
N#CCCN(C(=O)CSc1nc2nc(-c3cccs3)cc(C(F)(F)F)c2c(=O)[nH]1)c1ccccc1
  104, 9, 93, 105, 94, 1, 2, 107
CNC(=O)c1[nH]cnc1C(=O)N[C@@H](Cc1ccccc1)C(=O)OC(C)(C)C
  98, 4, 88, 99, 102, -12, 4, 84
O=C(NC(=S)NNC(=O)c1cc2ccccc2cc1O)c1ccco1
  96, -7, 101, 99, 103, -18, 5, 95
CC(C)Cc1nnc(NC(=O)c2cc(S(=O)(=O)N(C)C)ccc2N2CCCC2)s1
  97, 6, 90, 76, 87, -6, 8, 97
O=C(NCCCN1CCOCC1)c1cnn2c(-c3ccccc3)cc(-c3ccccc3)nc12
  98, 7, 99, 99, 101, -2, 1, 103
Cc1ccc(S(=O)(=O)NCCCCCC(=O)Nc2cccc(C)c2)cc1
  101, -4, 92, 102, 90, -5, 1, 107
COc1ccccc1NC(=S)N1CCCCCC1
  109, 4, 102, 102, 96, 10, -4, 103
CC(=O)Nc1ccc(OCC(=O)NCc2ccccc2)cc1
  104, 2, 104, 104, 101, 6, 2, 99
O=C(NNC(=O)c1c(O)c2ccccc2[nH]c1=O)c1ccccc1Br
  82, 12, 91, 112, 83, 1, 10, 93
Cc1cccc(NC(=S)Nc2ccc(N3CCOCC3)cc2)c1C
  98, -13, 95, 97, 87, -22, 12, 100
NC(=O)C(c1ccccc1)c1ncc(C(F)(F)F)cc1Cl (configuration not stated)
  103, 4, 108, 100, 97, 8, 3, 101
CC(C)C(C(=O)NCC1CCCO1)N(Cc1ccccc1)C(=O)CNS(=O)(=O)c1ccccc1 (configuration not stated)
  99, -8, 97, 99, 94, 0, 9, 100
CC1=C(C(=O)OCc2ccccc2)C(c2ccc(Br)cc2)NC(=O)N1CCCC(=O)O (configuration not stated)
  85, -5, 89, 86, 103, 2, 0, 98
COC(=O)c1cc2c(s1)-c1ccccc1CC2
  105, 6, 106, 106, 99, 3, 8, 104
O=C(CNC(=O)c1cc(S(=O)(=O)N2CCCCC2)ccc1N1CCOCC1)Nc1ccc(F)c(F)c1
  104, 1, 102, 103, 127, 4, 4, 145
CN(C)c1ccc(NC(=O)CN2C(=O)CC(c3ccccc3)=Nc3ccccc32)cc1
  97, -10, 105, 98, 102, 4, 10, 110
CCN1C(=O)/C(=C2/Sc3ccc(OC)cc3N2C)SC1=Nc1cccc(O)c1
  104, 3, 99, 95, 89, 2, 6, 106
CCN(C(=O)Cn1nc(C(=O)O)c2ccccc2c1=O)C1CCCCC1
  110, -6, 104, 99, 103, 11, 3, 109
COc1ccc(CCNC(=O)COc2ccc(-c3ccc(C)cc3)cc2)cc1OC
  88, 2, 94, 96, 97, 7, -1, 103
CN(c1ccccc1C(=O)Nc1ccc(F)c(F)c1)S(C)(=O)=O
  107, 1, 107, 106, 100, -5, -4, 105
Cc1ccc(C(C(=O)NC2CCCCC2)N(CC2CCCO2)C(=O)CNC(=O)c2cccs2)cc1 (configuration not stated)
  98, -6, 105, 102, 97, 11, 0, 101
